Bioassay records: PubChem BioAssay, several laboratories
GASC-1 inh – human JMJD2C demethylase inhibition; GST-JMJD2C(1-420) H3K9me3 demethylation, DELFIA europium; inhibition, % at 2.35 µM; actives 0.069% (n = 330,000); AID 2099;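 active means more than half of a compound's replicate wells show inhibition beyond 50%, single wells judged on their own value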;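 further: signal counts dimethyl H3K9 product captured on neutravidin plate; 0% = median of DMSO wells and 100% = 0.3 times that DMSO median; strong numbers were not always called active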
procasp3 activ – activates human procaspase-3; P42574; activation, % at 8.5 µM; recombinant procaspase-3 D3A, Ac-DEVD-pNA absorbance 405 nm; actives 0.11% (n = 330,000);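 active means activation above the mean of all tested compounds plus 3 SD, cut at about 21% in these data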;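 further: 0% = DMSO alone and 100% = DMSO wells spiked with extra 5 µM PC-3 D3A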
Target sequence (P42574 whole entry D9A/D28A/D175A): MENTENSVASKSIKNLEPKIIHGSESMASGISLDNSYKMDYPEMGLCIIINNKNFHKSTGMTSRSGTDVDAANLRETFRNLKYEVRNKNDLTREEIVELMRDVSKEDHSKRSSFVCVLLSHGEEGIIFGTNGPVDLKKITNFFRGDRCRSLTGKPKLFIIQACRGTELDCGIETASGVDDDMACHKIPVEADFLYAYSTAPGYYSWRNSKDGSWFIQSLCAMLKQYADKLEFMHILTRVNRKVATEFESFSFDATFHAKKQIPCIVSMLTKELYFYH
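Assay system – Procaspase-3 D3A mutant · Benchmarks – DMSO low control, extra-enzyme high control · Technique – 405 nm absorbance of p-nitroaniline, reads at 0 and 120 min · Doses – 8.5 µM nominal · Measure – % activation between DMSO and enzyme-spiked controls · Also added – Ac-DEVD-pNA chromogenic peptide substrate · Schedule – 1 h compound preincubation, 2 h substrate hydrolysis at 25 °C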
VLA-4 inh – inhibition in a human VLA-4 binding assay; P13612; VLA-4 expressing cells, ligand binding flow cytometry; inhibition, % (about 7 µM as worked out from the volumes in the protocol); actives 0.2% (n = 330,000); in the data active means inhibition above about 50%
procasp7 counter – activates human procaspase-7, counter-screen for procaspase-3 activators. P55210. recombinant procaspase-7, Ac-DEVD-pNA absorbance 405 nm; D23A/D198A/D206A triple mutant, cannot self-cleave; scale: DMSO 0, 5 µM enzyme 100. activation, % at 8.5 µM. actives 0.093% (n = 330,000);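 active means percent activation above the screen-wide mean plus 3 SD, cut at about 25% in these data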
Target sequence (P55210 whole entry D23A/D198A/D206A): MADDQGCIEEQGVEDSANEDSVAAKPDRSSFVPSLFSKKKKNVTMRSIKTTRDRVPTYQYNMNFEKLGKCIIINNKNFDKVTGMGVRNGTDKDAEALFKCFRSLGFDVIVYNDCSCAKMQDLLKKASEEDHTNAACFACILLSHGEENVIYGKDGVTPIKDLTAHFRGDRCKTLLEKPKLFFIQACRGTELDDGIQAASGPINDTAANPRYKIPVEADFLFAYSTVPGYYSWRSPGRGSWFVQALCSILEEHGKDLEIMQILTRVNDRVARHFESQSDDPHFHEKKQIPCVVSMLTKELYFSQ
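Detection: p-Nitroaniline absorbance at 405 nm, read at 0 and 120 min; system: Uncleavable procaspase-7 mutant enzyme; evaluation: % activation from two-timepoint absorbance difference, scaled to controls; times: 1 h enzyme–compound preincubation and 2 h substrate reaction, both 25 °C; buffer or medium: Zinc-free HEPES pH 7.4 with 300 mM NaCl, 0.01% Triton X-100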
CTSL1 counter – counter-screen for PFM18AAP inhibitors: inhibitors of F. hepatica cathepsin L1. inhibition, % at 5.96 µM. recombinant F. hepatica cathepsin L1, Z-Leu-Arg-MCA fluorescence. actives 0.49% (n = 300,000);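 active means inhibition above the mean of all tested compounds plus 3 SD, set per screening campaign, cut at about 17% in these data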;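 further: 0% = plate median of test compound wells and 100% = 1 µM Z-Phe-Ala-diazomethylketone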
HCV core dimer – blocks dimerization of HCV core protein | TR-FRET GST/Flag-core106 dimerization, 1536-well | inhibition, % at 5 µM | actives 0.33% (n = 300,000);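 active means inhibition above the mean of all tested compounds plus 3 SD, set per screening campaign, cut at about 45% in these data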
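Test system: GST/Flag-tagged HCV core106 proteins; Medium: KF-containing HEPES buffer, pH 7.45, DTT, CHAPS, BSA; Times: compound-protein-antibody incubation 4 h at 22.5 °C; Detection: TR-FRET 671 and 617 nm emission; Benchmarks: wells lacking GST-core106 and wells with excess unlabelled core106.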
GRK2 aptamer HTS – human GRK2 inhibition via aptamer displacement; AID 488847; actives 0.59% (n = 330,000); inhibition of aptamer binding, % at 10 µM; P25098; bead flow cytometry, FAM-aptamer displacement from GRK2;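 active means inhibition of aptamer binding above 40%, roughly 3 SD of noise, on plates passing a quality check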;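 further: median bead fluorescence of bound FAM aptamer so fluorescent compounds give negative values; no value below 0 was filed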
PP5 primary – PP5 (human) phosphatase inhibition; inhibition, % at 6.7 µM; AID 1987; actives 0.18% (n = 320,000); purified PP5c, OMFP substrate fluorescence;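 active means inhibition above the campaign's mean inhibition across all tested compounds plus 3 SD, cut at about 9.5% in these data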;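 further: 0% = DMSO only and 100% = 100 µM cantharidin control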
PP1 inh – PP1-alpha (human) inhibition in PP5 counter-screen; P62136; purified PP1alpha, OMFP fluorescence; inhibition, % at 6.7 µM; actives 0.9% (n = 320,000); AID 2235;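 active means inhibition above the mean inhibition of all tested compounds plus 3 SD, computed separately for each screening campaign, cut at about 15% in these data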
Target sequence (P62136 whole entry, looked up): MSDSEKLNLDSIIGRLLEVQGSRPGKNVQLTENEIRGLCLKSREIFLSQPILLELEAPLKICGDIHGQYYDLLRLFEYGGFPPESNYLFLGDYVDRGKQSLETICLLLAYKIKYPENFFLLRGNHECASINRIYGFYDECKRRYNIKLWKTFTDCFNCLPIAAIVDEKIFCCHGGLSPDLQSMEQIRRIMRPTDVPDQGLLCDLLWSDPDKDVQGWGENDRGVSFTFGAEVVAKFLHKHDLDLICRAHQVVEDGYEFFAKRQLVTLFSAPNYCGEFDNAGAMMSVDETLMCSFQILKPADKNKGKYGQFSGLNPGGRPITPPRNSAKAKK
Numbers without * were called inactive; . = no result given.

SMILES	GASC-1 inh	procasp3 activ	VLA-4 inh	procasp7 counter	CTSL1 counter	HCV core dimer	GRK2 aptamer HTS	PP5 primary	PP1 inh
COc1ccc(C(=O)NCCS(=O)(=O)NCc2ccco2)cc1	3	-3	6	-1	1	-7	5	-0.6	-3
CCOC(=O)N1CCN(c2nc(-c3cccc(OC)c3)cc(C(F)(F)F)n2)CC1	-6	-10	17	-1	3	4	0	3.3	0
O=C(COc1ccc(S(=O)(=O)N2CCOCC2)cc1)NC1CC1	-9	4	-3	5	7	-6	0	0.1	0
Cc1ccc(C(=O)/C=C/c2cn(CC(O)CN3CCOCC3)c3ccccc23)cc1 (configuration not stated)	-5	-11	-14	-16	2	-12	2	5.5	1
C=CCn1c(SCC(=O)NCc2ccccc2)nnc1-c1cc(Br)ccc1O	2	-1	-4	12	1	1	0	0.4	0
NC(=O)CSc1nnc(-c2cnccn2)n1-c1ccccc1	-1	4	8	1	-4	4	0	0.8	-2
COc1ccc(Nc2nc(C)cc(C)c2C(N)=O)c(OC)c1	4	6	11	13	-3	-6	0	-1.1	-5
Cc1cccc(-c2nc(CS(=O)CC(=O)NCc3cccs3)c(C)o2)c1 (configuration not stated)	3	-8	-4	-5	-2	13	0	-0.1	-1
CC(C)c1ccc(Nc2nnns2)cc1	1	-1	7	-18	0	0	2	0.8	-2
Cc1cccc(C(=O)NCCNC(=O)c2cccc(C)c2)c1	3	-7	3	-10	-1	7	1	0.0	-1
CCOC(=O)CNC(=O)c1nn(-c2cccc(OC)c2)c(=O)c2ccccc12	7	1	-5	4	-2	-3	0	1.6	0
Cc1ccc2nc(SCC(=O)NCc3ccco3)[nH]c2c1	28	-7	-1	2	1	2	0	-1.9	1
Cc1cccc(NNC(=O)c2c(F)cccc2Cl)c1	-2	-11	8	5	-1	-4	0	-2.0	1
Cc1ccccc1NC(=O)COC(=O)c1cc(S(=O)(=O)N2CCOCC2)ccc1C	-7	-2	12	5	.	.	6	-0.7	-2
Cc1ccc(OC[C@H](O)[C@H](C)NC(C)C)c2c1CCC2	15	7	0	-1	-1	-2	0	3.9	3
COc1ccc2c(=O)c(-c3ccc(OC)c(OC)c3)coc2c1	-13	6	7	0	0	1	0	1.6	-6
CC1Cc2ccccc2N1C(=S)NC(=O)c1cccc(Br)c1 (configuration not stated)	-2	-14	6	-10	-1	1	2	0.8	1
CC(=O)c1ccc(NC(=S)NCCCn2ccnc2)cc1	-14	4	-2	5	3	1	0	-2.1	-4
CCCCCCC(=O)N1CCC(c2nc3c(nnn3Cc3ccccc3Cl)c(=O)[nH]2)CC1	4	6	0	-11	7	19	0	2.5	11
COc1cc(Cn2cnnn2)ccc1O	-6	-1	20	7	1	-6	1	3.0	-1
COc1ccc(C2(c3ccc(OC)cc3)NC(=O)N(CC(=O)N(C)C)C2=O)cc1	-9	1	9	0	2	-6	1	0.2	0
O=C(COC(=O)/C=C/c1cccc(Br)c1)Nc1cccc(S(=O)(=O)NC2=NCCC2)c1	.	-1	2	-1	.	.	0	3.7	1
CC(=O)N1c2ccc(S(=O)(=O)N3CCCC3C(=O)Nc3cccc(F)c3)cc2CC1C (configuration not stated)	19	5	2	12	1	-1	0	-0.2	-3
CC(C)C(=O)N1CCC2(CC1)Oc1ccc(F)cc1C(=O)C21CC(c2ccc(Cl)cc2)=NO1 (configuration not stated)	-6	-2	-6	-2	-1	2	2	5.7	3
COc1ccccc1C(=O)NNC(=O)CN1C(=O)c2ccccc2C1=O	0	7	9	7	1	-44	4	0.2	-3
COC(=O)Nc1ccc(S(=O)(=O)N2CCCC(C(=O)N3CCCCC3)C2)cc1 (configuration not stated)	3	7	2	11	-6	-1	2	2.3	1
CC1CN(C(=O)CSc2nnc(CNC(=O)c3ccc(S(=O)(=O)N(C)C)cc3)o2)CC(C)O1 (configuration not stated)	-8	5	9	15	-3	-6	1	0.5	-5
COc1cc(OC)cc(C(=O)Nc2cc(C)on2)c1	-24	7	10	4	0	-48	0	-1.8	0
CCOC(=O)C1CCCN(C(=O)c2sc3nc(-c4ccc(F)cc4)cn3c2C)C1 (configuration not stated)	4	4	-3	-2	0	5	8	-1.3	0
FC(F)(F)c1cc(-c2ccccc2)nc(N2CCCCCC2)n1	1	-3	5	-8	0	0	0	-1.2	-1
Cc1cc(OCC(=O)Nc2ccncc2)ccc1Br	-10	8	1	5	-3	1	0	2.9	1
O=C(Nc1cccc(F)c1)c1c(F)c(F)c(F)c(F)c1F	-17	-4	-2	4	-4	-1	1	4.0	-2
Cc1[nH][nH]c(=O)c1C(c1ccc(-c2ccc(F)cc2)o1)c1c(C)[nH][nH]c1=O	-6	-10	8	-17	-7	2	0	2.8	10
Cc1ccc(Cn2c(C)nc3c(c2=O)c2nc4ccccc4nc2n3Cc2ccco2)cc1	-3	-35	-2	-42	-6	42	1	-4.3	11
CNC(=O)N(O)C1N(c2ccccc2)C(=S)SC1(C)C (configuration not stated)	-5	12	-8	-4	2	-7	0	-2.7	-4
N#Cc1ccccc1NC(=O)COc1c(Br)cc(Br)c2cccnc12	0	1	-18	3	3	-4	0	2.4	1
Cc1noc(C(=O)Nc2cc(Cl)ccc2O)c1Cl	-3	5	-79	1	2	1	1	2.2	-2
CC(=O)Nc1ccc(S(=O)(=O)NCC(=O)OCC(=O)NC(=O)c2cccn2C)cc1	3	-3	7	2	-7	-3	1	-0.3	0
C/C(=N/NC(=O)c1ccc(Br)o1)c1cccc(NC(=O)c2ccc(C)o2)c1	7	-2	7	-11	-1	-4	0	0.5	2
COc1ccc(-c2c(N)nnc3c2[nH]c2ccccc23)cc1OC	-5	-5	3	-7	-3	-3	0	0.8	-5
O=S(=O)(Nc1cccc(S(=O)(=O)N2CCOCC2)c1)c1cccs1	-3	-1	16	2	1	3	0	2.6	-3
CCOC(=O)N1CCC(NC(=O)C2CCN(S(=O)(=O)c3cccs3)CC2)CC1	22	3	4	0	2	-3	0	0.5	-3
N#Cc1c(NC(=O)C2C3C=CC(C3)C2C(=O)O)sc2c1CCCCC2 (configuration not stated)	-4	-9	13	-1	1	3	0	-0.9	-4
CCOC(=O)c1nnn(CC(=O)N2N=C(c3ccc(Cl)cc3)CC2c2ccccc2)c1C(=O)OCC (configuration not stated)	44	-6	9	2	2	23	3	0.5	-2
Cc1cccc(NC(=O)CN2C(=O)S/C(=C\c3ccc(O)c([N+](=O)[O-])c3)C2=O)c1	-8	-1	-1	-2	7	6	0	3.1	-9
COc1ccc(-c2csc(NC(=O)CSc3nc(SC)ns3)n2)cc1	2	-8	-11	6	2	2	2	1.4	4
O=C(CN1C(=O)CCC1=O)Nc1nc(-c2ccc3ccccc3c2)cs1	13	2	-2	2	-2	1	0	1.2	0
Cc1nn(CC(=O)NC2CCS(=O)(=O)C2)c(C)c1[N+](=O)[O-] (configuration not stated)	-6	1	3	12	.	.	1	.	.

4 entries from above, sorted by length of the SMILES, falling:
SMILES	GASC-1 inh	procasp3 activ	VLA-4 inh	procasp7 counter	CTSL1 counter	HCV core dimer	GRK2 aptamer HTS	PP5 primary	PP1 inh
CCOC(=O)c1nnn(CC(=O)N2N=C(c3ccc(Cl)cc3)CC2c2ccccc2)c1C(=O)OCC (configuration not stated)	44	-6	9	2	2	23	3	0.5	-2
C/C(=N/NC(=O)c1ccc(Br)o1)c1cccc(NC(=O)c2ccc(C)o2)c1	7	-2	7	-11	-1	-4	0	0.5	2
O=C(CN1C(=O)CCC1=O)Nc1nc(-c2ccc3ccccc3c2)cs1	13	2	-2	2	-2	1	0	1.2	0
COc1ccc(-c2csc(NC(=O)CSc3nc(SC)ns3)n2)cc1	2	-8	-11	6	2	2	2	1.4	4

Later entries.
SMILES	GASC-1 inh	procasp3 activ	VLA-4 inh	procasp7 counter	CTSL1 counter	HCV core dimer	GRK2 aptamer HTS	PP5 primary	PP1 inh
O=C(COCc1cc(-c2ccc3c(c2)OCO3)on1)Nc1cccnc1	-5	3	20	2	1	5	0	-1.5	-4
Cc1ccc(S(=O)(=O)NCCC(=O)Nc2cc(S(=O)(=O)N(C)C)ccc2C)cc1C	-32	-8	9	5	0	4	0	2.8	-1
O=C(NC(=C(Cl)Cl)S(=O)(=O)c1ccc(Cl)cc1)c1ccccc1	10	2	2	-6	30*	17	2	-0.1	0
O=C(C[C@@H]1C/C=C/CC[C@@H](Cc2ccc(F)cc2)C(=O)O[C@@H](c2ccccc2)CNC1=O)NCCO	-6	0	0	-5	.	.	0	.	.
COC(=O)C1CCN(CCCOc2ccc(CN3CCN(c4ccc([N+](=O)[O-])cc4)CC3)cc2)CC1	6	2	7	5	3	4	0	2.1	-2
Cc1nc(C(=O)Nc2ccccc2Cl)cc2c1[nH]c1ccccc12	64	-3	-3	7	4	34	1	-1.4	14
CC1c2ccccc2SC(CCCN(C)C)c2ccccc21 (configuration not stated)	-7	7	5	2	-2	0	0	-0.9	0
CC1CCN(c2nc(-c3ccccc3)cc(C(F)(F)F)n2)CC1	3	7	28	1	-2	-1	0	0.6	0
CCOc1ccccc1OCC(=O)O	-2	0	-10	3	2	0	0	-0.7	-2
CC1(C)C2CCC1(CS(=O)(=O)N1CCOCC1)C(=O)C2 (configuration not stated)	-18	10	.	9	-3	-3	0	2.5	-4
C#CCOCCOCCOCCNc1nc(N2CCOCC2)nc(N2CCN(C(=O)[C@H](CCC(=O)O)n3cc([C@@H](N)CCCCN)nn3)CC2)n1	24	3	9	-4	.	.	0	.	.
CN(C)Cc1cc2ccccc2c2c1COC2	0	3	-2	4	-2	-2	0	-2.3	-2
CC1CN(C(=O)COC(=O)c2cc(=O)c3ccccc3o2)CC(C)O1 (configuration not stated)	3	-6	-13	-10	2	-15	0	0.4	-1
CCOC(=O)C(CCCCCCP(=O)(c1ccccc1)c1ccccc1)NC(C)=O (configuration not stated)	1	-18	15	1	4	2	0	0.9	-2
CCN(CC)CC(=O)Nc1cc(N(C)C)nc2ccccc12	2	-4	18	4	-1	-4	2	2.4	1
N#Cc1ccc(NC(=O)Cn2cnc(S(=O)(=O)N3CCCCC3)c2)cc1	-13	2	4	-1	-1	-9	2	0.8	-4
NC(=O)[C@H]1CC2(CC(c3cccc(NC(=O)c4ccccc4)c3)=NO2)CN1C(=O)[C@H]1CCC(=O)N1 (some centres not stated)	-2	-1	-2	-2	-1	4	6	-0.5	3
Cc1cccc(NC(=O)NNC(=O)c2ccccn2)c1	3	5	9	1	.	.	1	.	.
Cc1cc(NS(=O)(=O)c2ccc(NC(=O)/C=C/c3c(F)cccc3Cl)cc2)nc(C)n1	6	-2	-2	11	1	-1	2	-0.2	-1
CCCn1c2ccccc2c2cnn(CC(=O)NC3CCCC(C)C3C)c(=O)c21 (configuration not stated)	11	4	21	2	1	9	2	0.6	6
COC(=O)c1ccc(OCC(=O)N2CCCc3ccccc32)cc1	12	-2	-1	5	-1	-7	0	0.6	2

No enrichment for hits, and some 2.6% of all compounds hit somewhere here.
